# TexasRed fluor = Texas Red fluorescence interference in TRb-SRC2 counter-screen | TRb/SRC2 Texas Red total fluorescence interference | Potency, µM (series often up to 106 µM), for inactives: at the highest dose fluorescence change, negative = quenching | actives 0.29% (n = 280,000); active = well fitted curve in either direction with a large enough effect; inconclusive = small, poorly fitted or top-dose-only effect
#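 Human TRb ligand-binding domain at 0.6 uM with 20 nM Texas Red SRC2 peptide in Tris buffer containing 1 uM T3 and 5% DMSO, incubated with compound 5 h at ambient temperature. Total fluorescence (555/632 nm) calculated as parallel + 2 × perpendicular.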
# Tau ThT inhib = tau fibrillization inhibition (ThT binding) | actives 2.1% (n = 270,000) | recombinant tau K18 P301L, heparin-induced fibrillization, ThT fluorescence | P10636 | Potency, µM (series often up to 57.4 µM), for inactives: at the highest dose activity, negative = inhibition, actives largely listed as inhibitors; note: nearly all actives have a fitted effect of over 55% in size
# Target sequence (P10636 561-689 P618L limits assumed): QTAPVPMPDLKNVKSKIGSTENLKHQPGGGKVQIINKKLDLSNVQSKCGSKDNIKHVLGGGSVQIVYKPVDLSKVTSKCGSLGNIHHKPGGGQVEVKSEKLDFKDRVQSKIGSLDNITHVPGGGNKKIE
#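 Recombinant human tau K18 fragment […] carrying P301L, 15 uM unlabeled plus 0.24 uM Alexa 594-labeled, was fibrillized with 20 uM heparin in 100 mM sodium acetate pH 7 for 6 hr at 37 C; 30 uM ThT fluorescence read after 1 hr.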
# ALDH1A1 inh = inhibitors of human aldehyde dehydrogenase 1A1 | P00352 | Purified ALDH1A1, NADH fluorescence, propionaldehyde substrate | Potency, µM (highest dose often 75.3 µM), for inactives: at the highest dose activity, negative = inhibition, hits mostly inhibitors | actives 7.3% (n = 220,000); active = well fitted inhibition curve with a large enough effect, not every such curve was filed as active; inconclusive = small, poorly fitted or top-dose-only effect, or another doubt; inactive = no such curve, though single readings can be large or run the other way;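 note: plate controls were no enzyme wells and a reference inhibitor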
# TRb SRC2 PPI = disrupts binding of human TR beta to SRC2; P10828; actives 0.065% (n = 280,000); TRbeta-SRC2 peptide binding, fluorescence polarization; receptor liganded with 1 µM T3; Potency, µM (highest dose often 106 µM), inactives show at the top dose activity change, negative = inhibition, actives largely listed as inhibitors;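 note: plate controls were bound peptide for no effect and peptide without receptor for full effect; nearly all actives have a fitted effect of over 50% in size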
# Target sequence (P10828 whole entry, looked up): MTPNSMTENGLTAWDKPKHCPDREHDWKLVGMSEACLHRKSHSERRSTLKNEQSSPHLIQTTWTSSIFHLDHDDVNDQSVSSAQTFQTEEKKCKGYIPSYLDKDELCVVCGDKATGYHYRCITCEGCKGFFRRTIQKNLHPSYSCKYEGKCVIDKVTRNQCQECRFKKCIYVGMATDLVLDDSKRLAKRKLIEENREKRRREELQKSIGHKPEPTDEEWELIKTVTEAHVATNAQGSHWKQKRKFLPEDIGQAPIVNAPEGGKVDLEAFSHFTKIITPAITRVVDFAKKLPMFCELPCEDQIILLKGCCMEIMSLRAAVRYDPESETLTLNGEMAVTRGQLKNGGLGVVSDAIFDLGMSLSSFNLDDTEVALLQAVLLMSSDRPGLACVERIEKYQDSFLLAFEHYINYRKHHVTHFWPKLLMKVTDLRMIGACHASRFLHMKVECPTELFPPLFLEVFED
#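 Compounds were added to 0.6 uM TRb ligand-binding domain and 20 nM Texas Red-labeled SRC2 peptide in Tris buffer containing 1 uM T3, incubated 5 hr at ambient temperature, then read by fluorescence polarization.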
# L3MBTL1 block = L3MBTL1 (human) inhibition. AlphaScreen L3MBTL1–H3K9me1 peptide binding. Potency, µM (titrated, usually from 57.1 µM), without a hit: top-dose activity, negative = inhibition, usual class: inhibitors. actives 0.66% (n = 230,000); note: nearly all actives have a fitted effect of over 60% in size
#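 AlphaScreen assay: L3MBTL1 (50 nM final) was preincubated 30 min at room temperature with biotinylated H3(1-15)K9me1 peptide (75 nM final), then 30 min with library compounds; streptavidin donor and nickel chelate acceptor beads (10 ug/mL final) added, 30 min dark.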
# Tau fibril FP = inhibitors of human tau fibril formation; P10636; K18 P301L tau heparin fibrillization, Alexa594 FP, 6 h; Potency, µM (titrated, usually from 57.7 µM), without a hit: top-dose activity, negative = inhibition, usual class: inhibitors; actives 0.39% (n = 280,000); AID 1468; note: nearly all actives have a fitted effect of over 55% in size
#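 Steps: dispense K18 P301L tau (15 uM plus 0.24 uM Alexa 594 tracer, final) in pH 7 sodium acetate; add compound; add heparin (20 uM final); incubate 6 hr, 37 C; add ThT (30 uM final); after 1 hr ambient, read FP.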
# Tau fluor cs = counter-screen for tau fibril formation inhibitors; AID 1463; Potency, µM (doses to about 57.7 µM), inactives show at the top dose activity change, negative = decrease; actives 0.93% (n = 280,000); tau K18 P301L Alexa594 fluorescence, heparin fibrillization; note: nearly all actives have a fitted effect of over 55% in size
#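 Human tau K18 P301L (15 uM unlabeled, 0.24 uM Alexa 594-labeled) in 100 mM sodium acetate pH 7 with 20 uM heparin, 6 hr at 37 C. ThT 30 uM added, 1 hr ambient; Alexa 594 FP and total fluorescence read at 555/632 nm.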
# GLA spleen mod = inhibitors or activators of human alpha-galactosidase in spleen homogenate; P06280; human spleen homogenate, 4MU-alpha-Gal fluorescence, 40 min; Potency, µM (titrated, usually from 80 µM), for the others: at the top dose activity change, negative = inhibition, most hits filed as inhibitors; actives 0.008% (n = 240,000);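 note: 0% = enzyme with vehicle and -100% = no enzyme basal signal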
#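 qHTS titration in buffer at pH 5.0. Alpha-galactosidase activity in spleen homogenate was measured via 4-methylumbelliferone release from 1 mM fluorogenic substrate after 40 min at 37C and a pH 10 stop. AC50 came from Hill fits of control-normalized data.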
# * = called active by the depositor; ? = inconclusive; . = no result given; [ ] = another dose, or the depositor's remark. Unless noted, calls come from the whole dose curve; as a rule, active = well fitted curve in the direction sought with a large enough effect; inconclusive = small, poorly fitted or top-dose-only effect, or another doubt; inactive = no such curve, though single readings can be large; an effect the other way counts as inactive or inconclusive. Unless noted, % is set by controls: 0 for no effect and ±100 for the full control effect; potency is the fitted concentration of half-maximal effect.
SMILES,TexasRed fluor,Tau ThT inhib,ALDH1A1 inh,TRb SRC2 PPI,L3MBTL1 block,Tau fibril FP,Tau fluor cs,GLA spleen mod
O=C(Nc1ccn(Cc2c(F)c(F)cc(F)c2F)n1)c1ccc(COc2cc(Cl)ccc2Cl)o1,2.7%,2.0%,22.3%,5.5%,.,-1.0%,-13.1%,-1.7%
C=CCn1c(Cc2cccs2)nnc1SCC(=O)c1cccc(Br)c1,3.3%,-8.0%,-13.5%,-2.3%,-3.7%,-1.8%,-0.9%,-7.5%
CCn1ccc2c(OCC(=O)Nc3ccc(C)c(Cl)c3)cccc2c1=O,-0.2%,-13.6%,.,1.8%,.,-6.4%,?,.
COc1ccc(C)cc1NC(=O)C(OC(=O)c1ccc([N+](=O)[O-])o1)c1ccccc1 (stereo unspecified),1.2%,-0.5%,17.8µM*,-1.4%,-19.6%,7.7%,-12.0%,3.2%
COc1ccc(C2CC(c3cccs3)=NN2c2nc(-c3ccccc3)cs2)cc1OC (stereo unspecified),-1.3%,-1.9%,?,1.2%,8.5%,11.7%,-27.1%,-1.7%
CSC1=NCCN1C(=O)c1ccc2c(c1)OCO2,-2.0%,-0.9%,11.2µM*,7.8%,-3.1%,-3.0%,-5.0%,-14.6%
CCn1cc2nc(SCc3c(F)cccc3Cl)n(CCc3ccccc3)c(=O)c2n1,-3.2%,-10.7%,.,2.3%,.,-1.8%,-20.7%,.
Cn1cc([N+](=O)[O-])c(C(=O)NCc2cc3cc(Cl)ccc3[nH]2)n1,-1.0%,-4.7%,-1.7%,7.0%,1.0%,12.9%,-2.2%,-2.5%
Fc1ccc(C(c2nnnn2Cc2cccs2)N2CCN(c3ccccc3)CC2)cc1 (stereo unspecified),-8.1%,-9.1%,?,0.7%,-11.4%,9.5%,-26.4%,-9.9%
Cc1oc(-c2cccc(C(F)(F)F)c2)nc1CN1CCOCC1,-5.6%,?,?,2.8%,-13.7%,-9.6%[2.34 µM],-20.2%,-9.4%
COc1ccc(NC(=O)c2cc(=O)[nH]c(=O)[nH]2)cc1S(=O)(=O)Nc1ccccc1Cl,-4.8%,2.5%,6.0%,-7.5%,?,?,-4.1%,3.5%
Cn1cnnc1SCC(=O)c1ccc(OC(F)F)cc1,-1.8%,-10.2%,?,-5.6%,.,-1.5%,-4.3%,4.8%
Cc1c(CCOC(=O)CC23CC4CC(CC(C4)C2)C3)sc[n+]1CC(=O)c1ccccc1,-2.5%,?,?,2.3%,4.7%,9.6%,1.9%,10.6%
Cc1c(Cc2ccccc2)c(=O)oc2cc(OC(=O)c3ccccc3)ccc12,-4.2%,1.6%,?,-6.7%,15.9%,-6.1%,-13.3%,16.2%
COCCn1c(C)cc(C(=O)COC(=O)c2ccc(NC(=O)CC#N)cc2)c1C,6.9%,?,6.3%,8.8%,.,14.8%,?,-2.7%
CCCc1nnc(NC(=S)Nc2ccccc2)s1,-7.3%,-1.9%,?,-2.8%,0.4%,-0.2%,-0.8%,7.3%
COc1ccc(NS(=O)(=O)c2ccc(NC(=O)C3CCCO3)cc2)cc1 (stereo unspecified),-1.3%,-9.2%,8.8%,1.1%,.,-4.1%,-8.3%,-16.9%
COc1ccc(C(C)NC(=O)C2CCCO2)cc1OC (stereo unspecified),-5.3%,-5.8%,1.1%,-6.8%,-0.2%,1.3%,2.4%,16.6%
Cc1ccc(Nc2ncnc3sc(C)c(C)c23)cc1C,-0.1%,?,?,-1.4%,.,6.7%,-15.1%,-1.5%
Cn1c(=O)[nH]c(=O)c2c1nc(Br)n2Cc1ccccc1F,2.6%,2.5%,?,6.2%,-5.9%,-2.8%,5.4%,-9.5%
COC(=O)[C@H]1C[C@@H]1[C@H](NC(=O)c1cc(C)nn1C)c1ccccc1,1.5%,7.6%,?,-2.0%,.,6.6%,9.5%,-5.9%
CCN(Cc1ccccc1)C(=O)COC(=O)c1n[nH]c2ccccc12,-3.7%,?,-4.7%,-7.9%,.,11.5%,-18.4%,-0.5%
Cn1c(/C=C(\C#N)C(N)=S)ccc1-c1ccc(Br)cc1,-1.5%,1µM*,?,-0.1%,-24.1%,4.3%,-28.4%,-5.2%
Fc1ccc(NC(=S)NCCc2ccccc2)c(F)c1F,-1.1%,6.5%,?,13.7%,5.6%,2.6%,-0.8%,5.6%

# In another format: entries from further up
smiles | TexasRed fluor | Tau ThT inhib | ALDH1A1 inh | TRb SRC2 PPI | L3MBTL1 block | Tau fibril FP | Tau fluor cs | GLA spleen mod
COC(=O)[C@H]1C[C@@H]1[C@H](NC(=O)c1cc(C)nn1C)c1ccccc1 | 1.5% | 7.6% | ? | -2.0% | . | 6.6% | 9.5% | -5.9%
Cc1c(Cc2ccccc2)c(=O)oc2cc(OC(=O)c3ccccc3)ccc12 | -4.2% | 1.6% | ? | -6.7% | 15.9% | -6.1% | -13.3% | 16.2%
Cc1c(CCOC(=O)CC23CC4CC(CC(C4)C2)C3)sc[n+]1CC(=O)c1ccccc1 | -2.5% | ? | ? | 2.3% | 4.7% | 9.6% | 1.9% | 10.6%
Cn1c(=O)[nH]c(=O)c2c1nc(Br)n2Cc1ccccc1F | 2.6% | 2.5% | ? | 6.2% | -5.9% | -2.8% | 5.4% | -9.5%

# A run of entries from the list above, as a working copy:
SMILES,TexasRed fluor,Tau ThT inhib,ALDH1A1 inh,TRb SRC2 PPI,L3MBTL1 block,Tau fibril FP,Tau fluor cs,GLA spleen mod
Cn1c(=O)[nH]c(=O)c2c1nc(Br)n2Cc1ccccc1F,2.6%,2.5%,?,6.2%,-5.9%,-2.8%,5.4%,-9.5%
COC(=O)[C@H]1C[C@@H]1[C@H](NC(=O)c1cc(C)nn1C)c1ccccc1,1.5%,7.6%,?,-2.0%,.,6.6%,9.5%,-5.9%

# Entries shown so far containing a nitro group on carbon:
SMILES,TexasRed fluor,Tau ThT inhib,ALDH1A1 inh,TRb SRC2 PPI,L3MBTL1 block,Tau fibril FP,Tau fluor cs,GLA spleen mod
COc1ccc(C)cc1NC(=O)C(OC(=O)c1ccc([N+](=O)[O-])o1)c1ccccc1 (stereo unspecified),1.2%,-0.5%,17.8µM*,-1.4%,-19.6%,7.7%,-12.0%,3.2%
Cn1cc([N+](=O)[O-])c(C(=O)NCc2cc3cc(Cl)ccc3[nH]2)n1,-1.0%,-4.7%,-1.7%,7.0%,1.0%,12.9%,-2.2%,-2.5%

# Screens (PubChem)
